Bioassay records (PubChem)
TDP1 block – qHTS Assay for Inhibitors of Tyrosyl-DNA Phosphodiesterase (TDP1). actives 0.28% (n = 350,000). recombinant TDP1, AlphaScreen DNA substrate cleavage. Potency, µM (titrated, usually from 130 µM), for the others: at the top dose activity change, negative = inhibition, actives largely listed as inhibitors. Tyrosyl-DNA phosphodiesterase 1 (Homo sapiens), Q9NUW8; further: nearly all actives have a fitted effect of over 40% in size
Target sequence (Q9NUW8 whole entry, looked up): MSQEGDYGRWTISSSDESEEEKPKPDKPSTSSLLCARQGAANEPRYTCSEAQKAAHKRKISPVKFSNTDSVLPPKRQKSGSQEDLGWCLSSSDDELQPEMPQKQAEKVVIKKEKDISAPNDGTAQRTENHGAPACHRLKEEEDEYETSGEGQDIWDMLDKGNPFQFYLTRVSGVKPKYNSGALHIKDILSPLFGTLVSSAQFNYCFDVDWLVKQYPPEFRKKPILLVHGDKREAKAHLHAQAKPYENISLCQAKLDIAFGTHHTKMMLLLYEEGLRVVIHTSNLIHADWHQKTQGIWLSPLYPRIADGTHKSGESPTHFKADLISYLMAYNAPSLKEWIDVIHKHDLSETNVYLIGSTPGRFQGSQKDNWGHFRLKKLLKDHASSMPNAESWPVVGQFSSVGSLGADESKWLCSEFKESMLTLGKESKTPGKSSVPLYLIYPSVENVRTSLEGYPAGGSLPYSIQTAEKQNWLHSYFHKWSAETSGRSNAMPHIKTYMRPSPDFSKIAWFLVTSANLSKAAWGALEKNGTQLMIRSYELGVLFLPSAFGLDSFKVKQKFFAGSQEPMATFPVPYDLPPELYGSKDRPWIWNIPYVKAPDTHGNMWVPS
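Enzyme-compound mixtures sat 15 min at room temperature, followed by a 5 min reaction with 15 nM final substrate and 10 min with AlphaScreen beads. Recombinant human Tdp1 was used at 1 nM final.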
N370S GC mod – qHTS Assay for Inhibitors and Activators of N370S glucocerebrosidase as a Potential Chaperone Treatment of Gaucher Disease. Lysosomal acid glucosylceramidase (Homo sapiens), P04062. N370S GC spleen homogenate, 4MU-glucoside fluorescence. Potency, µM (titrated, usually from 59.4 µM), for inactives: at the highest dose activity change, negative = inhibition, most hits filed as inhibitors. actives 0.092% (n = 330,000). AID 2101, 2009;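 further: 0% = full enzyme activity and -100% = no enzyme basal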
FEN1 inhibitor – qHTS Assay for the Inhibitors of Human Flap endonuclease 1 (FEN1); Potency, µM (series often up to 114 µM), without a hit: top-dose activity change, negative = inhibition, actives largely listed as inhibitors; AID 588795, 2011; P39748; Recombinant FEN1 flap cleavage, fluorescence, 15 min; actives 0.35% (n = 390,000); further: nearly all actives have a fitted effect of over 65% in size
Target sequence (P39748 whole entry, looked up): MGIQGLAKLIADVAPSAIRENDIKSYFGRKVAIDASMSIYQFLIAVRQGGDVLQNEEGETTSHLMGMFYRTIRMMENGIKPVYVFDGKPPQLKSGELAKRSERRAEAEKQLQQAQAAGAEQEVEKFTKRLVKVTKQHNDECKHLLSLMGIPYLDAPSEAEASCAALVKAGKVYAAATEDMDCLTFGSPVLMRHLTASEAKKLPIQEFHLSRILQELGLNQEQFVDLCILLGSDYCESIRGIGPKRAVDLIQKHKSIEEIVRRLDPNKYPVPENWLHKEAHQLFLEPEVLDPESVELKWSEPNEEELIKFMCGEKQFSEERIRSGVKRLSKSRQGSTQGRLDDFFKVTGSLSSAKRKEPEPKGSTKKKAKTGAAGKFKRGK
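Quantitative HTS format: each compound was titrated, incubated with 10 nM nuclease for 15 min at room temperature, then challenged with flap substrate at 50 nM final. Signal change over 15 min gave concentration–effect curves.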
* hit, by the source's call; . = no result given; & = joins results of further samples; [ ] = dose if it differs, or a comment. The call rests on the fitted dose curve; in most records, active means well fitted curve in the direction sought with a large enough effect; inconclusive means small, poorly fitted or top-dose-only effect, or another doubt; inactive means no such curve, though single readings can be large; an effect the other way counts as inactive or inconclusive. Unless noted, on the % scale 0 is the no-effect control and ±100 the full control effect; potency means the concentration at half of the fitted maximal effect.

SMILES	TDP1 block	N370S GC mod	FEN1 inhibitor
CCCOc1cccc(C(=O)NCCCNC(=O)c2cccnc2)c1	0%	-12%	-9%
CCN(CC(=O)NC1CCS(=O)(=O)C1)c1nc(-c2ccccc2)nc2ccccc12 (stereo not drawn)	6%	0%	-11%
CCc1ccc(Nc2nc3ccccc3c3nnc(C)n23)cc1	-3%	.	0%
O=C1CC(c2ccccc2F)c2cc3c(cc2N1)CCC3 (stereo not drawn)	4%	-20%	-1%
CC(C)C[C@H](NC(=O)c1nc[nH]c1C(=O)N1CCN(C(=O)OC(C)(C)C)CC1)C(=O)OC(C)(C)C	8%	-7%	-2%
CCN1CCCC1Cn1cnc2c([nH]c3ccc(C)cc32)c1=O (stereo not drawn)	2%	-3%	2%
CC(=O)c1ccc(N2CCN(c3ncnc4c3c(-c3ccccc3)cn4-c3ccc(C)c(Cl)c3)CC2)cc1	3%	.	-5%
COCCC(=O)N1CCC(Oc2ccc(C(=O)NCCn3cccn3)cc2)CC1	4%[56.1 µM]	-2%	-3%
N#Cc1ccccc1/C=N/Nc1nc(-c2ccccc2)c2cc(Br)ccc2n1	2%	-16%	-2%
CCOC(=O)CNC(=O)CN1CCCN(S(=O)(=O)c2ccc(Br)s2)CC1	4%	-16%	-1%
CCCCC(=O)Nc1ccc(C(=O)c2ccccc2)cc1	0%	6%	-14%
COc1cccc2cc(-c3nc(Nc4cccc(C)c4)sc3C)c(=O)oc12	4%	.	-11%
O=C(O)Cn1nc(-c2ccc(F)cc2)oc1=O	3%	4%	-7%
C[C@]12C=CC(=O)C=C1CC[C@@H]1C2C(O)C[C@@]2(C)C1CC[C@]2(O)C(=O)COC(=O)CCC(=O)NC(CC(=O)O)C(=O)O (stereo partly drawn)	.	-1%	-7%
N#Cc1c(-c2ccccc2)cc(-c2ccccc2)nc1SCC(=O)NCC(=O)O	5%	7%	-11%
O=C(Nc1ccccc1N1CCCCC1)C1CCN(S(=O)(=O)c2ccccc2C(F)(F)F)CC1	.	-7%	8%
CCOc1ccc(CNC(=O)c2ccc(Sc3ccc(Cl)cc3)c(NC(C)=O)c2)cc1	8%&3%	8%	-7%&0%
O=C(O)CSc1nc2sc3c(c2c(=O)n1-c1ccccc1)CCC3	-6%	8%	1%
COc1ccc(CNc2nc(-c3ccc(OC)c(OC)c3)cc(C(F)(F)F)n2)cc1	-3%	.	-4%
O=c1c2ccsc2ncn1Cc1ccc(Cl)cc1	6%	5%	1%
O=C(Nc1nc(-c2cccs2)cs1)c1ccc([N+](=O)[O-])o1	0%	.	5%
COc1ccc(N2CCN(C(=S)NC(C)c3ccccc3)CC2)cc1 (stereo not drawn)	5%	0%	-1%
O=C(c1ccc(Cl)cc1)c1cnc(Nc2ccccc2Cl)s1	1%	-10%	0%
CC(=O)OCCC(C)CCC=C(C)C (stereo not drawn)	-3%[56.1 µM]	7%	.

Reformatted bar-delimited: part of the list above
Compound | TDP1 block | N370S GC mod | FEN1 inhibitor
CCCOc1cccc(C(=O)NCCCNC(=O)c2cccnc2)c1 | 0% | -12% | -9%
CCN(CC(=O)NC1CCS(=O)(=O)C1)c1nc(-c2ccccc2)nc2ccccc12 (stereo not drawn) | 6% | 0% | -11%
CCc1ccc(Nc2nc3ccccc3c3nnc(C)n23)cc1 | -3% | . | 0%
O=C1CC(c2ccccc2F)c2cc3c(cc2N1)CCC3 (stereo not drawn) | 4% | -20% | -1%
CC(C)C[C@H](NC(=O)c1nc[nH]c1C(=O)N1CCN(C(=O)OC(C)(C)C)CC1)C(=O)OC(C)(C)C | 8% | -7% | -2%
CCN1CCCC1Cn1cnc2c([nH]c3ccc(C)cc32)c1=O (stereo not drawn) | 2% | -3% | 2%
CC(=O)c1ccc(N2CCN(c3ncnc4c3c(-c3ccccc3)cn4-c3ccc(C)c(Cl)c3)CC2)cc1 | 3% | . | -5%
COCCC(=O)N1CCC(Oc2ccc(C(=O)NCCn3cccn3)cc2)CC1 | 4%[56.1 µM] | -2% | -3%
N#Cc1ccccc1/C=N/Nc1nc(-c2ccccc2)c2cc(Br)ccc2n1 | 2% | -16% | -2%
CCOC(=O)CNC(=O)CN1CCCN(S(=O)(=O)c2ccc(Br)s2)CC1 | 4% | -16% | -1%
CCCCC(=O)Nc1ccc(C(=O)c2ccccc2)cc1 | 0% | 6% | -14%
COc1cccc2cc(-c3nc(Nc4cccc(C)c4)sc3C)c(=O)oc12 | 4% | . | -11%
O=C(O)Cn1nc(-c2ccc(F)cc2)oc1=O | 3% | 4% | -7%
C[C@]12C=CC(=O)C=C1CC[C@@H]1C2C(O)C[C@@]2(C)C1CC[C@]2(O)C(=O)COC(=O)CCC(=O)NC(CC(=O)O)C(=O)O (stereo partly drawn) | . | -1% | -7%
N#Cc1c(-c2ccccc2)cc(-c2ccccc2)nc1SCC(=O)NCC(=O)O | 5% | 7% | -11%
O=C(Nc1ccccc1N1CCCCC1)C1CCN(S(=O)(=O)c2ccccc2C(F)(F)F)CC1 | . | -7% | 8%
CCOc1ccc(CNC(=O)c2ccc(Sc3ccc(Cl)cc3)c(NC(C)=O)c2)cc1 | 8%&3% | 8% | -7%&0%
O=C(O)CSc1nc2sc3c(c2c(=O)n1-c1ccccc1)CCC3 | -6% | 8% | 1%
COc1ccc(CNc2nc(-c3ccc(OC)c(OC)c3)cc(C(F)(F)F)n2)cc1 | -3% | . | -4%
O=c1c2ccsc2ncn1Cc1ccc(Cl)cc1 | 6% | 5% | 1%
O=C(Nc1nc(-c2cccs2)cs1)c1ccc([N+](=O)[O-])o1 | 0% | . | 5%
COc1ccc(N2CCN(C(=S)NC(C)c3ccccc3)CC2)cc1 (stereo not drawn) | 5% | 0% | -1%
O=C(c1ccc(Cl)cc1)c1cnc(Nc2ccccc2Cl)s1 | 1% | -10% | 0%
CC(=O)OCCC(C)CCC=C(C)C (stereo not drawn) | -3%[56.1 µM] | 7% | .

(more compounds)
SMILES	TDP1 block	N370S GC mod	FEN1 inhibitor
CCCCOc1ccc(C(=O)N/C(=C\c2cccc([N+](=O)[O-])c2)C(=O)OCc2ccco2)cc1	3%	7%	-3%
Cc1c(C(=O)C(=O)NCCc2ccc(S(N)(=O)=O)cc2)c2ccccc2n1C	-3%	14%	0%
Cc1ccc(NC(=O)c2nc[nH]c2C(=O)N2CCC(C)CC2)cc1	5%	14%	25%
Cc1cc2c(OCC(O)CN3CCCCC3)cccc2[nH]1 (stereo not drawn)	1%	-2%	-10%
CCCCSc1nc(C)nc2c1c(=O)n(C)c(=O)n2C	8%	8%	-2%
COCC1CCCN(C(=O)c2ccc3oc(Cc4ccc(Cl)cc4)nc3c2)C1 (stereo not drawn)	1%	-13%	-16%
CN(c1ccccc1)S(=O)(=O)c1cccc(NC(=O)COc2cccc([N+](=O)[O-])c2)c1	-2%[56.1 µM]	.	-12%
COC(=O)c1cccc2nc3c(C(C)O)cccc3nc12 (stereo not drawn)	.	-7%	8%
CCOc1ccc(CNC(=O)Cc2ccc(NC(=O)N3CCSc4ncccc43)cc2)cc1	3%	.	13%
O=C(c1cc2ccccc2o1)c1nc2c(n1O)CCCCC2	7%	13%	3%
CN(C)S(=O)(=O)c1ccc(C(=O)Nc2ccccc2C(=O)NCCCN2CCOCC2)cc1	1%	.	16%
COc1ccc(CCN2CC(C(=O)OCC(=O)N(C)Cc3ccccc3)CC2=O)cc1OC (stereo not drawn)	0%	.	3%
C#CCCCO/N=C1/C[C@@H](O)[C@@H](O)[C@@H]2[C@@H]3C(=O)N(CC)C(=O)[C@H]3CC[C@@H]12	7%[21 µM]	-3%[12.8 µM]	.
CCOc1ccc(NC(=O)c2sc3nc4n(c(=O)c3c2C)CCC4)cc1	4%&5%	-2%	-1%&1%
Cc1cc(C)c[n+](-c2nc3ccccc3nc2C(=C=[N-])C#N)c1	6%&4%	-8%&-4%	-2%&-7%
O=C1Cc2cc(S(=O)(=O)N3CCN(c4cccc(Cl)c4)CC3)ccc2N1	0%	-1%	4%&-9%
COc1ccc(/C=C/C(=O)OCC(=O)c2ccc3c(c2)NC(=O)CO3)c(OC)c1	-4%	3%	4%
CCc1ccc(CN(C)C(=O)c2cc(COc3ccc(-n4cncn4)cc3)on2)cc1	2%	-13%	-22%
CCOc1cc(Cl)c(S(=O)(=O)NCCCN2CCOCC2)cc1Cl	-2%	-4%	2%
O=C(NCc1cccnc1)c1ccc(=O)oc1	-4%	-2%	4%
COc1ccccc1/C=C/C=N/NC(=O)CN1CCN(S(=O)(=O)c2ccc(C)cc2)CC1	7%	-3%	-15%
Cc1cccc(NC(=S)N2N=CCC2c2ccccc2)c1 (stereo not drawn)	7%	-2%	-12%
O=C(Oc1ccc([N+](=O)[O-])cc1)c1cccnc1	-3%	13%	1%
CC(/C=N\NC(=O)CN1CCN(Cc2ccccc2)CC1)=C\c1ccco1	3%	-7%	4%
O=C(OCc1nnc(-c2ccccc2)o1)c1ccc2c(c1)C(=O)N(CCc1ccccc1)C2=O	5%	1%	3%
CC(C)N1CCN(Cc2ccc(OCc3ccccc3)cc2)CC1CCO (stereo not drawn)	0%	-4%	20%
O=c1ccc(Oc2nc(N3CCOCC3)nc(N3CCOCC3)n2)n[nH]1	4%	14%	-1%
Cc1csc(NC(=O)c2ccco2)c1C(=O)c1ccccc1	9%	13%	-8%
COc1ccc2c(c1)c(CC(=O)OCC(N)=O)c(C)n2C(=O)c1ccc(Cl)cc1	.	1%	-1%
CC(C)CC(=O)Nc1ccccc1-c1nnn(CC(=O)N2CCc3ccccc3C2)n1	-1%	11%	7%
CCc1nnc(NC(=O)c2cc(-c3ccc(C)o3)nc3ccccc23)s1	4%	.	-13%
O=C(CCn1nc(-c2ccc(Cl)cc2)ccc1=O)N1CCN(c2ccc(F)cc2)CC1	.	-1%	6%
CCOC(=O)c1cn(CC2CC2)c2cc(F)c(F)cc2c1=O	0%	7%	-16%
COC(=O)c1ccc(/C=C/C(=O)OCC(=O)Nc2cc(C)on2)cc1	-10%	.	-5%
Cc1cc(NC(=O)Cn2c(C)nc3ccccc3c2=O)ccc1Br	4%	-1%	-2%
Cc1cccc(-n2c(Cn3nc(C)c([N+](=O)[O-])c3C)n[nH]c2=S)c1	-2%	-1%[12.8 µM]	-7%
CC(C)(C)C(=O)NC1CCN(C(=O)N2CCCC2)CC1	3%	4%	3%
CCOc1ccc(-n2nc3ccc(NC(=O)COc4ccccc4)cc3n2)cc1	-1%[12.3 µM]	.	10%
Cc1ccc(Nc2nc3nonc3nc2N(C)C)cc1	1%	1%	5%
Cc1ccnc(OC(C(=O)O)C(OCc2ccccc2)(c2ccccc2)c2ccc(C(F)(F)F)cc2)n1 (stereo not drawn)	4%	0%	-3%
OCC1CCCCN1C(=S)Nc1cccc(Cl)c1 (stereo not drawn)	3%	-2%	0%
CCOc1ccccc1N1CC(C(=O)N(CC)CC(=O)Nc2ccc3c(c2)OCCO3)CC1=O (stereo not drawn)	.	-1%	-3%
Cc1ccc(OCC(=O)N(Cc2nc(-c3ccccc3)no2)C(C)C)cc1C	-4%	.	-23%
CCOc1ccc(C2c3[nH]c4ccccc4c3CCN2C(=O)Cn2cncn2)cc1 (stereo not drawn)	6%	-5%	2%
S=C1NC[C@H](c2ccccc2)N1CC1CCCCC1	6%	1%	8%
CN(C)S(=O)(=O)c1ccc(C(=O)N2CC(=O)Nc3ccc(F)cc3C2c2ccc(F)cc2)cc1 (stereo not drawn)	.	-11%	1%
COC(=O)c1cc2c(s1)CS(=O)C2 (stereo not drawn)	6%	-5%	-2%
O=C(CN1C(=O)/C(=C\c2ccco2)SC1=S)Nc1ccc(O)cc1C(=O)O	-13%	6%	-6%
CCOC(=O)c1c(C)[nH]c(C(=O)OCC(=O)c2ccc3c(c2)NC(=O)CO3)c1C	.	-5%	3%
N#Cc1cccc(NC(=O)c2cncn2-c2ccccc2)c1	0%	21%	-10%
O=C(Nn1c(=O)[nH]c2ccccc2c1=O)c1ccco1	0%	0%	0%
CC(C)C1Nc2ccc(S(N)(=O)=O)cc2C2C=CCC21 (stereo not drawn)	-1%	-14%	-13%
CC(CCc1ccccc1)NC(=O)c1ccco1 (stereo not drawn)	-4%[56.1 µM]	5%	-9%
O=C(CCc1nc(-c2ccccc2)c(-c2ccccc2)o1)OCc1ccc(Br)cc1	-8%	2%	-11%
CCCSCCCNC(=O)C1CCCN(C(=O)c2cnn(-c3ccccc3)c2-n2cccc2)C1 (stereo not drawn)	3%	.	-1%
CCCCOc1ccc(C(C)NC(=O)CCS(=O)(=O)Cc2ccccc2F)cc1 (stereo not drawn)	-4%	-3%	-1%
COc1ccc(C(=O)Nc2nnc(S(=O)(=O)N3CCN(c4ccc(C)cc4)CC3)s2)cc1	-3%	.	2%
O=c1c2cnn(-c3ccc(Cl)cc3)c2ncn1Cc1ccc(Cl)cc1Cl	-3%	.	-6%

Outcome played no part in choosing rows (roughly 0.57% active in at least one column).
